# Tb PGK inh = qHTS Assay to Find Inhibitors of Phosphoglycerate Kinase; Phosphoglycerate kinase, glycosomal (Trypanosoma brucei brucei), P07378; PGK/GAPDH coupled, Kinase-Glo luminescence, 60 min; Potency, µM (doses to about 57.5 µM), inactives show at the top dose activity change, negative = inhibition, actives largely listed as inhibitors; actives 0.043% (n = 380,000); further: potency means the concentration at half of the fitted maximal effect; nearly all actives have a fitted effect of over 60% in size
#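 Luminescent ATP detection (Kinase-Glo Plus) follows a 60-minute room-temperature incubation, with wells lacking PGK as controls. Buffer: 100 mM TEA (pH 7.6), 5 mM MgCl2, 0.01% Tween-20. Coupling enzyme GAPDH (100 nM final) supplies unstable 1,3-BPG in-well.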
# POLH inh = qHTS for Inhibitors of Polymerase Eta; actives 1.2% (n = 390,000); Potency, µM (titrated, usually from 114 µM), for inactives: at the highest dose activity change, negative = inhibition, usual class: inhibitors; DNA polymerase eta (Homo sapiens), Q9Y253; recombinant Pol eta, fluorescent DNA replication assay; further: potency means the concentration at half of the fitted maximal effect
# Target sequence (Q9Y253 whole entry, looked up): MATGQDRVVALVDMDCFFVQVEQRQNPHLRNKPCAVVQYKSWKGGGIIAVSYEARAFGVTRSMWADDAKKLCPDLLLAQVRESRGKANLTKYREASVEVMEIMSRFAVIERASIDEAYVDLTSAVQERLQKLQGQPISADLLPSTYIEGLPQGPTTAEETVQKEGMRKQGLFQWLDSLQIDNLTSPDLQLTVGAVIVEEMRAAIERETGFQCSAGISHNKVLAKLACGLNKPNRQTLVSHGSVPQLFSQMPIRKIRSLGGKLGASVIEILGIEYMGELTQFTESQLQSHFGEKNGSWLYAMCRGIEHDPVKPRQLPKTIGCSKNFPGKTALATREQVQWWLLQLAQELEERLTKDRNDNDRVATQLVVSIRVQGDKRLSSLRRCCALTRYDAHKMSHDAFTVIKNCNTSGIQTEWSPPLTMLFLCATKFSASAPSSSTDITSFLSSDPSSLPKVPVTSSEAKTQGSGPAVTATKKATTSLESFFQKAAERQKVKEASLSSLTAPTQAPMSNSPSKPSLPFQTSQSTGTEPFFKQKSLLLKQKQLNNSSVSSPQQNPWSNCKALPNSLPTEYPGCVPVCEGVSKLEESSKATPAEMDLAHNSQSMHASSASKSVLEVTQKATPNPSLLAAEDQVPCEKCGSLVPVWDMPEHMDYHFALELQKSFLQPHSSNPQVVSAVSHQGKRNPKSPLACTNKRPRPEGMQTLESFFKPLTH
#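 Pol eta (10 nM) was preincubated with compounds for 15 min at room temperature, after which fluorescent replication substrate (50 nM final) was added to start the reaction. Fluorescence was read kinetically at 0 and 10 min.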
# RXFP1 antagonist = qHTS Assay for Antagonists of the Relaxin Receptor RXFP1; activity change, negative = inhibition, % at 57.5 µM; HEK293-RXFP1, relaxin-stimulated cAMP HTRF, 30 min; stronger effect = lower value; Relaxin receptor 1 (Homo sapiens), Q9HBX9; actives 0.59% (n = 350,000); AID 1259400, 2018;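 active means activity change of -60% or lower, but not beyond a set lower limit; inconclusive means change between -60% and -40%, or beyond the set limit; inactive means change above -40%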
# The depositor's hits bear a star; i = inactive; ? = inconclusive. Unless noted, the call rests on the fitted dose curve; in most records, active means well fitted curve in the direction sought with a large enough effect; inconclusive means small, poorly fitted or top-dose-only effect, or another doubt; inactive means no such curve, though single readings can be large; an effect the other way counts as inactive or inconclusive. On the % scale 0 is the no-effect control and ±100 the full control effect.
POLH inh	Tb PGK inh	RXFP1 antagonist	smiles
-10%	7%	5	Cc1onc(-c2ccccc2Cl)c1C(=O)O/N=C(\N)c1cccc([N+](=O)[O-])c1
-2%	0%	0	Cn1ccn(CCCCCCn2ccn(C)c2=S)c1=S
-12%	2%	9	CCC[C@H]1CN(c2ccccc2)C(=O)[C@@H]1CC(=O)Nc1ccccc1
-12%	-6%	-4	COc1ccc(S(=O)(=O)N2CCCCC2)cc1NC(=O)C1CC1(Cl)Cl (centres undefined)
-8%	-9%	13	CCOC(=O)c1ccc(NC(=O)c2nc[nH]c2C(=O)NC[C@H](C)O)cc1
1%	10%	-1	CN1CCN(C(=O)c2ccc(S(=O)(=O)N(C)c3ccccc3)cc2)CC1
-23%	-7%	3	CCCc1ccc(S(=O)(=O)N2CCN(C(=O)c3cc(C)on3)CC2)cc1
6%	-3%	1	Cc1cc(S(=O)(=O)Nc2ncnc3sccc23)ccc1F
-15%	-9%	7	CC(C)c1nc(CNC(=O)CC2C(=O)NCCN2Cc2ccccc2)cs1 (centres undefined)
0%	i	-1	Cc1ccc(NC(=O)CN(C)C(=O)COc2ccc(Br)cc2)cc1
-19%	-8%	-10	C[C@@H]1CN([C@H](C)CO)S(=O)(=O)c2ccc(C#Cc3ccccc3)cc2O[C@H]1CN(C)C(=O)Nc1ccc2c(c1)OCO2
-4%	3%	2	COC(=O)[C@H]1C[C@H](OC(=O)NC2CCCC2)[C@@]2(O)CN(S(=O)(=O)c3ccc(C)cc3)CC2[C@H]1C(=O)OC (some centres undefined)
-11%	-9%	-6	CN(C)CCN(C(=O)c1ccc2ccccc2c1)c1nc2cc3c(cc2s1)OCO3
-23%	i	-1	CCCCOC(=O)c1ccc(NC(=O)COC(=O)C2CC2C)cc1 (centres undefined)
-7%	7%	8	Cc1onc(-c2ccccc2)c1C(=O)OCC(=O)N1CCCCC1
-19%	1%	?	Cc1ccc(C(=O)Nc2nc(-c3ccc4c(c3)OCCO4)cs2)o1
-9%	1%	-1	COc1ccccc1C(=O)NCC(=O)OCc1nnc(-c2ccccc2)o1
0%	-3%	0	Nc1ccc2c(Cl)cc(Cl)cc2c1
-10%	-4%	3	CCCCOCCOC(=O)C1OC1(C)c1ccccc1 (centres undefined)
3%	-7%	9	C[C@@H]1CN([C@H](C)CO)C(=O)CCCn2cc(nn2)CO[C@H]1CN(C)C(=O)Nc1ccc2c(c1)OCCO2

# Complete entries as entered above. Order of values: POLH inh	Tb PGK inh	RXFP1 antagonist
# C[C@@H]1CN([C@H](C)CO)C(=O)CCCn2cc(nn2)CO[C@H]1CN(C)C(=O)Nc1ccc2c(c1)OCCO2 is entered as 3%	-7%	9
# CCCCOC(=O)c1ccc(NC(=O)COC(=O)C2CC2C)cc1 (centres undefined) is entered as -23%	i	-1
# CN1CCN(C(=O)c2ccc(S(=O)(=O)N(C)c3ccccc3)cc2)CC1 is entered as 1%	10%	-1
# CC(C)c1nc(CNC(=O)CC2C(=O)NCCN2Cc2ccccc2)cs1 (centres undefined) is entered as -15%	-9%	7
# CCCCOCCOC(=O)C1OC1(C)c1ccccc1 (centres undefined) is entered as -10%	-4%	3

# Further results:
POLH inh	Tb PGK inh	RXFP1 antagonist	smiles
-18%	-4%	6	C[C@@H]1CN([C@H](C)CO)C(=O)CCCn2nncc2CO[C@H]1CN(C)S(=O)(=O)c1ccc(Oc2ccccc2)cc1
-17%	3%	5	CC(C)N1C(=O)C(=O)N(CC(=O)N2c3ccccc3CC2C)C1=O (centres undefined)
-21%	8%	5	COc1ccc(C)cc1NC(=O)Cc1csc(NC(=O)Nc2ccccc2OC)n1
2%	-4%	-31	CCN(CC)c1ccc(C(NC(=O)C(C)C)c2ccc3cccnc3c2O)cc1 (centres undefined)
-3%	-2%	15	O=C(COc1ccc(S(=O)(=O)N2CCOCC2)cc1)NCCc1ccc(Cl)cc1
-6%	-4%	-4	Cc1cc(Cl)c2oc(C(=O)N3CCN(c4cnccn4)CC3)c(C)c2c1
-2%	i	-5	C[C@@H]1CN([C@H](C)CO)C(=O)c2cc(C#Cc3ccccc3F)cnc2O[C@@H]1CN(C)S(=O)(=O)c1ccccc1F
-18%	-4%	7	COc1ccccc1C1SCCN1S(=O)(=O)c1ccccc1 (centres undefined)
-5%	0%	6	O=C(OCc1cn([C@@H]2C[C@H](c3ccccc3)N(C(=O)c3cccs3)C[C@H]2O)nn1)c1ccccc1
-17%	-9%	-4	Cc1cc(CNC[C@H]2O[C@@H](n3cnc4c(N)ncnc43)[C@H](O)[C@@H]2O)no1
-21%	-1%	-5	COc1ccc(NC(=O)Nc2ccc3c(c2)C(=O)N([C@H](C)CO)C[C@H](C)[C@H](CN(C)Cc2ccc(C(=O)O)cc2)OCCCC[C@@H](C)O3)cc1
0%	8%	4	CCN(CC)C(=O)C1=C(C)N(Cc2ccccc2)C(=O)C(CC(=O)NCc2cccs2)C1 (centres undefined)
-18%	-10%	9	C[C@H](CO)N1C[C@H](C)[C@H](CN(C)C(=O)c2ccccc2)OCc2cnnn2CCCC1=O
-7%	2%	-4	COc1ccc([C@H]2C[C@@H](O)[C@H](n3cc(C4CC4)nn3)CN2C(=O)c2cccs2)cc1
-2%	-12%	3	CC1=C(O)C(=O)C(c2c(C)cc(C)c(Br)c2C)=C(O)C1=O
-4%	0%	-6	O=C(O)c1c[nH]n2c(=S)ncnc12
-3%	i	4	Cc1cc(C(=O)Nc2cccc3ccccc23)oc1C
-10%	-4%	6	COc1cccc(C(=Cc2ccc([N+](=O)[O-])cc2)C(=O)O)c1
-7%	0%	2	COc1ccccc1-c1nnc(NC(=O)C2CCCN2S(=O)(=O)c2cccs2)o1 (centres undefined)
-5%	1%	-8	CC1(C)CC(=O)C=C(c2ccc(-c3ccccc3)cc2)C1=O

# Next results
POLH inh	Tb PGK inh	RXFP1 antagonist	smiles
-1%	-2%	-1	Cc1cccc(C)c1NC(=O)CN1CCN(C(=O)c2cc(C3CC3)nn2-c2ccccc2)CC1
-6%	-3%	3	Cc1ccc2c(=O)n3c(nc2c1)C(Cc1ccc(O)cc1)NC(=O)c1cccnc1-3 (centres undefined)
-1%	-1%	6	COc1cccc(C(=O)O)c1OS(=O)(=O)c1ccc(C)cc1
-8%	7%	9	Cc1ccccc1-c1ccc2c(c1)O[C@H](CN(C)C(=O)C1CC1)[C@@H](C)CN([C@@H](C)CO)S2(=O)=O
-10%	-1%	-1	COc1ccc(C2=NN(C(=O)c3ccco3)C(c3cccs3)C2)cc1OC (centres undefined)
0%	-1%	1	COc1ccccc1N1CCN(C(=O)CN(C)S(=O)(=O)c2ccc(C)cc2)CC1
-16%	-9%	0	COc1ccc(S(=O)(=O)N(C)[C@H]2C[C@H]3c4cc(N5CCN(C)CC5)ccc4CCN3C(=O)[C@H]2[C@H](C)O)cc1
-14%	2%	1	O=C1CCCCC1C1(O)C(=O)Nc2ccccc21 (centres undefined)
-10%	i	0	CSc1ccc(/C=C/C(=O)OCC(=O)NC2CCCCCC2)cc1
-14%	2%	4	C[C@H](CO)N1C[C@H](C)[C@@H](CN(C)S(=O)(=O)c2ccc(Oc3ccccc3)nc2)OCc2cnnn2CCCC1=O
-19%	-9%	1	O=C(NCc1cccs1)c1ccc(CS(=O)Cc2ccc(Cl)cc2)o1 (centres undefined)
-9%	-5%	0	O=C(Cn1ncc2ccccc2c1=O)Nc1cccc(C(F)(F)F)c1
-17%	0%	-7	COc1cccc(NC(=O)N(C)C[C@@H]2OCc3cn(nn3)CCCC(=O)N([C@H](C)CO)C[C@H]2C)c1
-1%	i	4	COc1ccc(-c2cc3nc(-c4ccccc4)cc(N4CCN(C(=O)c5ccccc5)CC4)n3n2)cc1
-2%	-1%	1	COC1CCN(C(=O)c2cc(COc3cc(C)ccc3C)on2)CC1
-5%	2%	2	COc1cc(NC(=O)COc2cc(C)cc3oc(=O)cc(C)c23)cc(OC)c1OC
-4%	i	6	COCCCN1C(=O)C(CC(=O)NCCc2ccccn2)CC(C(=O)N2CCOCC2)=C1C (centres undefined)
-9%	7%	7	CC(C)NC(=O)N(C)C[C@@H]1OCc2cnnn2CCCC(=O)N([C@H](C)CO)C[C@H]1C
-5%	8%	7	CCOc1ccc(NC(=O)c2ccc3c(c2)S(=O)(=O)N=C2CCCCCN23)cc1
3%	-1%	-11	CCC1NC(=O)c2cc3ccccc3cc2-n2c1nc1ccc(OC)cc1c2=O (centres undefined)

# Continuation.
POLH inh	Tb PGK inh	RXFP1 antagonist	smiles
-2%	-1%	0	CCOC(=O)c1ccc(NC(=O)c2nc[nH]c2C(=O)NC[C@@H](C)O)cc1
-6%	0%	6	O=C(Nc1ncccc1O)c1ccc(S(=O)(=O)NCc2ccco2)cc1
-7%	i	-4	COc1cc(NC(=O)CCN2CCN(c3ccccc3OC)CC2)cc(OC)c1
-10%	-2%	-5	Cc1ccc(S(=O)(=O)N(C)C[C@@H]2OCc3cnnn3CCCC(=O)N([C@@H](C)CO)C[C@H]2C)cc1
-14%	i	12	c1ccc(-c2cc(-c3cc(-c4ccccc4)on3)no2)cc1
-9%	-6%	-4	COc1cc2ccc(-c3ccc4ccccc4n3)cc2cc1OC
-1%	0%	-1	CNC(=O)C[C@H]1C(=O)N(CCc2ccccc2)C[C@@H]1C
-9%	0%	2	Cc1ccccc1P(=O)(c1ccccc1)c1ccccc1C
-12%	i	5	COc1ccc([C@H]2N[C@]3(CCCN(Cc4ccc(Br)cc4)C3=O)[C@H]3C(=O)N(Cc4ccccc4)C(=O)[C@@H]23)cc1
-2%	3%	0	COc1ccccc1NC(=O)C(C)OC(=O)C1CC(=O)N(Cc2ccco2)C1 (centres undefined)
-20%	2%	-4	COCC(=O)Nc1ccc(S(=O)(=O)Nc2onc(C)c2C)cc1
-21%	-1%	-3	CCSCCCn1[nH]c2ccccc2c1=O
-7%	-5%	5	O=c1[nH]c(=O)n2ncnc2[nH]1
-21%	-3%	2	COc1ccc(/C=C(\NC(=O)c2ccc(Cl)cc2)C(=O)NCc2cccnc2)cc1OC
-7%	-3%	4	C[C@H](CO)N1C[C@H](C)[C@@H](CN(C)S(C)(=O)=O)OCc2cnnn2CCCC1=O
-12%	-7%	13	COc1ccc(CN2C(=O)C(CC(=O)NCCc3ccccn3)CC(C(=O)N(C(C)C)C(C)C)=C2C)cc1 (centres undefined)
-3%	-4%	1	CCOC(=O)C1CCN(C(=O)c2ccc3c(=O)n4nc(Nc5ccccc5OC)sc4nc3c2)CC1
-2%	-1%	9	CCOC(=O)N1CCC2(CC1)NC(=O)c1ccccc1N2
-15%	-3%	0	O=C(C[C@H]1C(=O)N(CCc2ccccc2)C[C@@H]1c1ccccc1)Nc1ccccc1
1%	-8%	5	COc1ccc(C(=O)C=Cc2ccc(OCc3ccccc3)c(OC)c2)cc1OC

# Three compounds from above, ordered by molecular weight, smallest number first.
POLH inh	Tb PGK inh	RXFP1 antagonist	smiles
-1%	-1%	6	COc1cccc(C(=O)O)c1OS(=O)(=O)c1ccc(C)cc1
-3%	-2%	15	O=C(COc1ccc(S(=O)(=O)N2CCOCC2)cc1)NCCc1ccc(Cl)cc1
-4%	3%	2	COC(=O)[C@H]1C[C@H](OC(=O)NC2CCCC2)[C@@]2(O)CN(S(=O)(=O)c3ccc(C)cc3)CC2[C@H]1C(=O)OC (some centres undefined)

# Next structures follow:
POLH inh	Tb PGK inh	RXFP1 antagonist	smiles
5%	-6%	8	CC1CCCC(NC(=O)CCN2C(=O)COc3ccccc32)C1C (centres undefined)
-18%	-4%	3	COc1cccc(-c2ccc(NC(=O)C3CCCN(Cc4ccccn4)C3)cc2)c1 (centres undefined)
-5%	4%	-12	CN(C(=O)c1ccccc1)C(=O)c1ccccc1
-2%	-2%	6	COc1ncnc2c1ncn2CCCNCc1ccccc1
-1%	-5%	-5	CCCc1c(C(=O)N/N=C/c2ccc3c(c2)OCO3)nnn1-c1nonc1N
3%	-4%	-7	Cc1ccc([C@@H]2C[C@H]3[C@@H](CN2S(=O)(=O)c2ccc(Cl)cc2)C(=O)C[C@@H](c2cccc4ccccc24)N3S(=O)(=O)c2ccc(C)cc2)cc1
2%	-1%	-3	COc1ccc(Cl)cc1NC(=O)NNC(=O)C(=O)Nc1ccc(F)cc1
-2%	-1%	1	C[C@@H]1CN([C@H](C)CO)C(=O)CCCn2nncc2CO[C@@H]1CN(C)S(=O)(=O)c1cccs1
-8%	7%	-1	CC(CC(=O)c1ccccc1)=NCC(O)CN=C(C)CC(=O)c1ccccc1 (centres undefined)
-7%	-1%	-1	COc1ccc(C(C#N)=Cc2ccccc2OC)cc1
-7%	-5%	-9	COCOCCn1cc(CN2CCS(=O)(=O)N(Cc3ccc(-c4ccc(OC)nc4)cc3)C(C)C2=O)nn1 (centres undefined)
-1%	-9%	-3	Cc1nc(N/N=C/c2cccc([N+](=O)[O-])c2)cc(N2CCCCC2)n1

# Assay outcomes from PubChem.

# This is a subset; the hit share may differ from the screen's.
